Lipid droplet: inhibitors of hepatocyte lipid droplet formation, primary screen, imaging, high-throughput imaging, BODIPY stain | AML12 mouse hepatocytes, oleate lipid droplets | inhibition, % at 6.5 µM | 240,000 tested, 0.4% active;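 active = lipid droplet intensity inhibited by at least 50%, with more than 500 cells counted; inconclusive = wells with under 300 cells, treated as cytotoxic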
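Assay system: AML12 hepatocytes (mouse); Probe or stimulus: oleic acid at 100 µM to induce lipid droplet formation; Dosing: compound at 6.5 µM only; Schedule: compound with oleate, overnight; Detection: fluorescence imaging, 20x objective, two fields per well; Measure: % inhibition of lipid droplet signal.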
Insulin prom up: insulin promoter activators in MIN6 cells, imaging, high-content screening, mouse beta cells | MIN6 insulin promoter-GFP reporter; hits give high values | z-score at 5 µM | 190,000 tested, 0.3% active;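 active = z-score above 3 at 5 µM with at least 500 cells counted in the well; inconclusive = wells under 500 cells, flagged as cytotoxic or low count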
Myeloid diff MLP: induction of myeloid progenitor differentiation, primary screen, cell-based, flow cytometry, MLPCN library; 360,000 tested, 1% active; ER-HoxA9 myeloid progenitors, lysozyme-GFP differentiation; calls only at 10 µM;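 active = normalized GFP-positive differentiation at or above the plate's own cutoff, the solvent-only control mean plus 3 SD; inconclusive = no clear call, values can overlap the other calls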;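 also: cells exposed to compound for four days before flow analysis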
Autophagy mod: autophagy modulators in MEF cells, primary screen, imaging, high-content, MEF GFP-LC3 | MEF GFP-LC3 puncta imaging; test concentration mostly 10 µM | calls only at 10 µM (by protocol) | 190,000 tested, 0.98% active;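 active = percentage of spot-positive cells more than 3 SD above its plate mean, without a fluorescence outlier flag or 80% toxicity; inconclusive = no clear call, values can overlap the other calls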;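 also: spot-positive cell cutoff set from DMSO-treated cells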
T cell modulator: modulators of CD8 T cell-vesicle binding, primary screen, mouse 2C CD8+ T cells, flow cytometry; 2C CD8+ T cell-vesicle binding; hits give low values; calls only at 7 µM; 330,000 tested, 0.068% active; AID 2052, 2009;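 active = response, share of CD8 T cells binding vesicles, and their 90th percentile fluorescence all below set limits, cut at about 80% in these data, passing the limit was not always enough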
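Assay system – 2C mouse CD8+ T cells · Also added – QL9-loaded Drosophila micro-vesicles · Timing – Cell–vesicle co-incubation 1.5 h at 37 °C, staining 20 min on ice · Signal – flow cytometry of vesicle-bound cells · Measure – percent CD8+ FL2 mean versus row control · Controls – Peptide-free naked vesicles (low) and QL9 vesicles with 0.7% DMSO vehicle (high)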
West Nile virus CPE: West Nile virus antiviral activity, cell-based, CPE readout (AID 1621); West Nile virus-infected cells, CPE inhibition; higher % means a stronger effect; CPE inhibition, % at 10 µM, or IC50 in µM where a hit was titrated; 290,000 tested, 0.02% active; in the data active = a potency from the dose series; inconclusive = CPE inhibition mostly from about 3.7% at the one dose, without a potency; inactive = the rest, 99 in 100 with CPE inhibition below about 2.2%; also: strong numbers were not always called active
WT yeast gro inh: growth inhibition of WT strain, primary screen, mitochondrial fusion inhibitor project, WT and mutant strains, chemical genetic; mitochondrial fusion phenotypic screen; inhibition, % at 10 µM; 190,000 tested, 2.1% active; in the data active = inhibition above about 58%; tested in S. cerevisiae
bCat nuc transl: modulators of beta-catenin nuclear translocation, primary screen, imaging, HeLa cells, immunofluorescence, high-content; nuclear translocation activity, % at 5 µM; 190,000 tested, 0.3% active; AID 1665, 2009;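 active = nuclear translocation activity above 50% at 5 µM, with a well cell count of 50 or more; inconclusive = wells under 50 cells across six images, flagged as toxic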;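 also: per-cell ratio of nuclear to cytoplasmic median beta-catenin stain intensity; plate controls were DMSO negative control for no effect and GSK-3 inhibitor IX positive control for full effect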
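Signal – beta-catenin immunofluorescence imaging with DAPI · Test system – human HeLa cell line · Dosing – 5 µM primary single dose, 0.1% DMSO, 0.02–20 µM confirmation series · Measure – % activation, nuclear-to-cytoplasmic median beta-catenin signal ratio per cell · Incubation – 24 h compound exposure at 37°C, 5% CO2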
MT stabilize HCS: microtubule stabilizers in HeLa cells, primary screen, imaging, high-content imaging. HeLa tubulin immunostaining HCS, 24 h; share of cells brighter than vehicle mean+2SD. % tubulin-high responders, % at 10 µM. 200,000 tested, 0.83% active. AID 2205, 2009;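 active = plate Z-score above 3 for both tubulin-high and condensed-nucleus cell shares, with cell loss under 80%, at 10 µM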;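 also: anti alpha tubulin signal scored within the nucleus-defined area of each cell; some results filed as inactive read as strong as hits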
WT yeast gro inh mutant strain: recorded beside WT yeast gro inh, whose call it bears; inhibition, %; mitochondrial fusion phenotypic screen, mutant strain inhibition
Insulin prom up cell count: further read-out of Insulin prom up, marked with its call; cell count; measured here: cytotoxicity, nuclei count;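 total cells summed across four imaged fields per well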
Lipid droplet cells 6.5 µM: recorded beside Lipid droplet, whose call it bears; cell count; measured here: cell count, cytotoxicity flag;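 cells counted across two imaged fields per well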
bCat nuc transl cell count 5 µM: also measured in bCat nuc transl; calls as there; cell count; measured here: cell count, cytotoxicity flag
T cell modulator vesicle-bound %: second read-out of T cell modulator, no call of its own (marks repeat the call); double positive events, %; measured here: CD8+ vesicle-bound cell fraction;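 binding gate set so that unloaded-vesicle control wells show 10% double positive cells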
MT stabilize HCS Hoechst-high %: second read-out of MT stabilize HCS, no call of its own (marks repeat the call); % Hoechst-high responders; measured here: nuclear condensation Hoechst responders;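 share of cells brighter than vehicle mean plus two SD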
MT stabilize HCS cytotoxicity %: also measured in MT stabilize HCS; calls as there; toxicity, %; measured here: cytotoxicity by cell density;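 0% = mean cell density of plate MIN control wells and 100% = no cells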
Autophagy mod cell loss 18 h: also measured in Autophagy mod; calls as there; toxicity, %; measured here: cell loss, nuclei count;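 cell loss after 18 h compound exposure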
Myeloid diff MLP GFP+ MAC1+ %: second read-out of Myeloid diff MLP, no call of its own (marks repeat the call); GFP+ MAC1+ double positive, %; measured here: differentiation confirmed by MAC1 staining
* = called active by the depositor; i = inactive; ? = inconclusive; / = not tested or not shown.

SMILES	Lipid droplet	Lipid droplet cells 6.5 µM	Insulin prom up	Insulin prom up cell count	Myeloid diff MLP	Myeloid diff MLP GFP+ MAC1+ %	Autophagy mod	Autophagy mod cell loss 18 h	T cell modulator	T cell modulator vesicle-bound %	West Nile virus CPE	WT yeast gro inh	WT yeast gro inh mutant strain	bCat nuc transl	bCat nuc transl cell count 5 µM	MT stabilize HCS	MT stabilize HCS Hoechst-high %	MT stabilize HCS cytotoxicity %
COc1cccc(NC(=O)CSc2nnc(Cc3cccn3C)n2-c2ccc(F)cc2)c1	-2	638	1.2	1980	i	3.8	/	/	i	32	-0.6%	7	2	-2.3	1131	6.6	1.2	6.1
COc1ccc(-c2cc(C(=O)N3CCOCC3)c3cc(C)ccc3n2)cc1	-5	703	0.83	1136	i	1.3	i	2	i	39	1.7%	3	8	/	/	2.0	0.2	42
Oc1c(Cl)cc(Cl)c2cccnc12	8	731	/	/	i	0.3	i	1	/	/	1.9%	55	47	1.8	992	3.0	2.0	0.0
CN(Cc1ccccc1)C(=O)COc1cc(=O)n(C)c2ccccc12	-2	758	-0.58	940	i	1.1	i	34	i	40	1.4%	1	-8	/	/	2.3	1.3	7.3
O=C(Nc1nccs1)c1cccc(S(=O)(=O)N2CCOCC2)c1	/	/	/	/	i	0.2	i	-6	i	11	-0.1%	13	1	/	/	1.9	1.9	6.9
COc1ccc(OC)c(NC(=O)c2ccccc2NS(=O)(=O)c2cccc3cccnc23)c1	-15	698	0.09	1390	/	/	i	2	i	19	-0.5%	-1	-3	0.2	983	1.8	2.0	12
CCOc1cc(/C=C(\CC(=O)O)c2nc3ccccc3s2)ccc1OC	0	707	0.42	1274	i	0.0	i	3	i	39	3.1%	12	-8	-1.2	1075	2.8	2.1	1.1
O=C(NNC(=O)C1CCCCC1)C(=O)NC1CCCCC1	/	/	-0.29	1646	i	2.4	i	-2	i	5	-0.4%	12	-12	-1.6	1465	0.8	1.4	3.6
CC(OC(=O)c1c2c(nc3ccccc13)/C(=C\c1ccc3c(c1)OCO3)CCC2)C(=O)Nc1ccc(S(N)(=O)=O)cc1 (stereo not drawn)	-12	371	/	/	i	0.5	i	2	/	/	1.6%	6	4	15	680	4.1	2.6	6.1
O=C(Cc1cccs1)Nc1cccc(-c2nc3ccccc3o2)c1	/	/	1.4	1525	i	0.5	i	-6	i	20	0.0%	-3	-5	-1.1	1389	1.4	1.3	1.6
Cc1ccn2cc(CSc3ccccc3N)nc2c1	/	/	/	/	i	7.4	i	-3	/	/	0.2%	13	-5	/	/	2.7	1.6	4.6
O=c1ccc2cc(S(=O)(=O)Nc3ccc(F)cc3)ccc2o1	-8	771	0.71	1152	i	0.5	i	-5	i	38	-0.3%	31	5	-0.9	982	3.2	2.0	3.7
Cc1ccc(S(=O)(=O)Cc2ccc(C(=O)N3CCCCCC3)o2)cc1	/	/	1.3	896	i	1.6	i	9	i	56	-1.3%	4	-2	/	/	6.8	1.9	10
FC(F)Sc1nnc(-c2cccs2)n1-c1ccccc1	5	683	-0.32	1214	i	7.6	i	3	i	48	0.3%	0	11	1.3	998	3.4	2.0	1.9
COc1ccc(Cl)cc1NC(=O)C1CCCN(S(C)(=O)=O)C1 (stereo not drawn)	-2	829	/	/	i	0.4	/	/	i	38	-0.8%	/	/	/	/	/	/	/
CCOC(=O)c1cccc(NC(=O)Nc2cc(OC)ccc2OC)c1	20	665	-0.3	1265	i	0.8	i	-6	i	20	0.0%	1	5	/	/	5.6	2.0	3.8
Cc1cccc(Oc2ncnc3onc(C)c23)c1	1	678	0.24	1873	i	0.8	i	-4	i	49	0.3%	18	19	-1.8	1050	1.2	2.1	3.8
CN(c1cnn(-c2ccccc2)c(=O)c1Cl)n1cccc1	-6	594	1.4	1229	i	0.7	/	/	i	17	-0.1%	/	/	-0.8	1408	/	/	/
O=C(CCCC(=O)N(CC(=O)NC1CCCCC1)Cc1ccccc1)Nc1ccccn1	2	764	1.9	815	i	1.5	i	-11	i	48	-1.0%	11	-1	3.7	929	2.3	1.3	6.2
O=C(c1cc(-c2cccs2)nc2ccccc12)N1CCN(c2ccccc2)CC1	-14	704	-0.66	1325	i	0.4	i	35	i	58	-0.3%	44	16	25	651	19*	28*	65*
COc1ccc(CC(C(=O)Nc2ccc(OC)cc2)c2nn[nH]n2)cc1 (stereo not drawn)	-1	771	/	/	i	1.1	/	/	i	44	-0.2%	/	/	/	/	/	/	/
O=C(COc1ccc2ccccc2c1CN1CCOCC1)N1CCc2ccccc21	/	/	-0.51	1009	i	0.9	i	-17	i	21	-1.7%	7	4	-1.5	1110	1.7	1.1	9.7
CCOc1ccc2[nH]cc(S(=O)(=O)c3ccc(C)cc3)c(=O)c2c1	-3	674	-0.62	1335	i	1.9	i	-13	i	37	-0.1%	-1	6	1.5	1042	3.0	1.8	20
Cc1ccc(Cl)cc1NC(=O)COC(=O)c1ccc(COc2ccc3c(C)cc(=O)oc3c2)cc1	4	689	0.48	1270	/	/	i	7	i	34	-0.5%	12	-4	/	/	18	3.5	1.4
Cc1ccc(-c2nnc(CSc3nncn3N)o2)cc1	/	/	0.19	1122	i	1.1	i	-6	i	16	-0.2%	-14	4	-2.9	805	4.3	1.9	8.5

Sorted by the number under MT stabilize HCS Hoechst-high % (high to low): some entries from above
smiles,MT stabilize HCS Hoechst-high %
FC(F)Sc1nnc(-c2cccs2)n1-c1ccccc1,2.0
Cc1ccc(S(=O)(=O)Cc2ccc(C(=O)N3CCCCCC3)o2)cc1,1.9
COc1ccc(-c2cc(C(=O)N3CCOCC3)c3cc(C)ccc3n2)cc1,0.2

(next part)
SMILES	Lipid droplet	Lipid droplet cells 6.5 µM	Insulin prom up	Insulin prom up cell count	Myeloid diff MLP	Myeloid diff MLP GFP+ MAC1+ %	Autophagy mod	Autophagy mod cell loss 18 h	T cell modulator	T cell modulator vesicle-bound %	West Nile virus CPE	WT yeast gro inh	WT yeast gro inh mutant strain	bCat nuc transl	bCat nuc transl cell count 5 µM	MT stabilize HCS	MT stabilize HCS Hoechst-high %	MT stabilize HCS cytotoxicity %
Cc1cccc(C)c1C(OCCN(C)C)C1CCCCC1 (stereo not drawn)	15	705	-1.5	852	i	0.8	i	-9	i	34	-0.1%	20	10	-1.2	991	1.6	3.0	4.5
CC1CC(C)CN(C(=O)C2CCC(CNc3c(N4CCCCC4)c(=O)c3=O)CC2)C1 (stereo not drawn)	-1	691	-0.22	1066	i	0.3	/	/	i	44	0.0%	/	/	-0.4	1327	/	/	/
O=C(CC1S/C(=N/N=C/c2cccs2)NC1=O)Nc1ccc(Cl)c(Cl)c1 (stereo not drawn)	7	690	0.66	1571	i	0.7	i	7	i	45	-0.1%	-6	-3	-1.0	1058	1.8	1.6	5.7
CCOC(=O)c1sc(N2N=C(C)C(N=Nc3cccc(C)c3)C2=O)nc1C (stereo not drawn)	-2	707	-1.1	1090	i	0.3	/	/	i	60	0.0%	/	/	0.5	1340	/	/	/
COc1ccccc1CNC(=O)Cn1ccc2cc(S(=O)(=O)N3CCCC3)ccc21	-1	747	/	/	i	0.0	/	/	i	48	-0.5%	/	/	/	/	/	/	/
Cc1ccc(-c2nc(CS(=O)CC(=O)NCc3ccc4c(c3)OCO4)c(C)o2)cc1 (stereo not drawn)	-13	726	/	/	i	2.0	/	/	i	25	-1.1%	/	/	/	/	/	/	/
O=C1OCc2ccc(NC(=O)c3ccccc3C(=O)O)cc21	33	799	/	/	i	4.2	/	/	i	36	-0.4%	/	/	/	/	/	/	/
Cc1ccccc1C(=O)c1cccn1CC(=O)NCc1ccccc1	6	711	/	/	i	0.9	i	34	i	19	-0.5%	3	8	0.6	1137	2.0	2.1	0.1
CCOC(=O)c1ccccc1NC(=O)C=C(C)C	6	697	0.13	1447	i	0.5	i	-9	i	40	-0.3%	2	3	4.8	916	6.0	2.4	9.0
CC(C)(O)C#Cc1ccc([C@@H]2C[C@H]3CN(c4ccccc4)C(=O)[C@]34CCCN24)s1	-10	630	/	/	?	/	i	24	i	57	0.5%	1	7	0.8	1403	1.8	1.6	8.6
NS(=O)(=O)c1ccc(CNC(=O)c2cc(=O)[nH]c3ccccc23)cc1	-1	731	/	/	i	0.7	/	/	i	26	-0.3%	/	/	/	/	/	/	/
COC(=O)c1ccc(OC)c(OC)c1Cl	15	723	-0.42	1127	i	0.7	/	/	i	59	0.3%	/	/	1.4	1272	/	/	/
COc1cc(OC)c(N(C)S(=O)(=O)c2cccc(C(=O)NC(C)C3CC4CCC3C4)c2)cc1Cl (stereo not drawn)	18	701	0.03	1083	i	0.0	/	/	i	20	-0.3%	/	/	0.0	1257	/	/	/
Cc1ccnc2c(N3C(=O)C4C5C=CC(C5)C4(C)C3=O)cccc12 (stereo not drawn)	2	669	-0.11	2131	i	0.9	/	/	i	42	0.0%	15	9	3.5	1009	6.8	2.2	4.9
Cc1ccc(N2CCN(S(=O)(=O)N(C)C)CC2)cc1C	5	650	-0.22	1524	i	0.2	i	-5	i	46	-0.9%	14	0	-0.4	1496	2.3	1.7	6.1
COc1ccc2c3c(cccc13)N(C)N=C2C	/	/	2.1	1476	i	0.7	i	-32	i	46	/	8	10	0.8	772	4.7	3.5	11

Screening data as filed in PubChem BioAssay.
